JMJD2A Tudor: blocks the human JMJD2A Tudor domain; AlphaScreen JMJD2A-Tudor / H3K4me3 peptide binding; Potency, µM (titrated, usually from 114 µM), for inactives: at the highest dose activity change, negative = inhibition, actives largely listed as inhibitors; hit rate 4.4% among 390,000; AID 504339; further: potency means the concentration at half of the fitted maximal effect; on the % scale 0 is the no-effect control and ±100 the full control effect; nearly all actives have a fitted effect of over 50% in size
POLH inh: DNA polymerase eta (human) inhibition | Q9Y253 | recombinant Pol eta, fluorescent DNA replication assay | Potency, µM (titrated, usually from 114 µM), without a hit: at the highest dose activity change, negative = inhibition, actives largely listed as inhibitors | hit rate 1.2% among 390,000; further: potency means the concentration at half of the fitted maximal effect; on the % scale 0 is the no-effect control and ±100 the full control effect
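Pol eta (10 nM) was preincubated with compounds for 15 min at room temperature, after which fluorescent replication substrate (50 nM final) was added to start the reaction. Fluorescence was read kinetically at 0 and 10 min.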
BAZ2B inh: BAZ2B (human) inhibition. Q9UIF8. AlphaScreen BAZ2B-H3K14Ac peptide displacement. Potency, µM (titrated, usually from 114 µM), for inactives: at the top dose activity change, negative = inhibition, usual class: inhibitors. hit rate 4.4% among 360,000; further: potency means the concentration at half of the fitted maximal effect; on the % scale 0 is the no-effect control and ±100 the full control effect; nearly all actives have a fitted effect of over 60% in size
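BAZ2B (50 nM) with biotin-H3(5-23)K14Ac peptide (50 nM) in PBS pH 7.4, 0.01% Tween-20, preformed 30 min, then compound 30 min at room temperature; top concentration 110uM. AlphaScreen streptavidin donor/nickel chelate acceptor beads (10 ug/mL final), 20 min dark, signal read.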
GLS inh: glutaminase GLS (human) inhibition. O94925. GLS enzymatic activity, qHTS titration. Potency, µM (highest dose often 45.5 µM), for inactives: top-dose activity change, negative = inhibition, actives largely listed as inhibitors. hit rate 0.21% among 410,000. AID 624170; further: potency means the concentration at half of the fitted maximal effect; on the % scale 0 is the no-effect control and ±100 the full control effect
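Two-point fluorescence kinetic (t0, 30 min RT) for hKGA; glutamate detected via glutamate oxidase–HRP–Amplex Red. Substrate: 1 mM L-glutamine solution; buffer 45 mM KH2PO4, pH 8.2.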
PI4K2A inh: PI4K2A (human) kinase inhibition. AID 1346378. Q9BTU6. purified PI4K2A, ADP-Glo luminescence, 1 h; hits give low values. hit rate 0.13% among 420,000. activity change, negative = inhibition, % at 76.9 µM; in the data active means activity change below about -50%; inconclusive means mostly about -30% to -49%;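 further: -100% = wells without enzyme as full effect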
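ADP-Glo luminescence measured ADP generated by PI4K2A enzyme (4 ug/mL before mixing) with 1.2 mM PI substrate (pre-mix) and 300 microM ATP (pre-mix). Tris pH7.5 buffer with MgCl2, Triton X-100; 1 h reaction at ambient temperature.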
HP1b chromo inh: blocks HP1-beta chromodomain binding to methylated histone tails; Potency, µM (series often up to 114 µM), without a hit: at the top dose activity change, negative = inhibition, usual class: inhibitors; P83916; hit rate 0.56% among 390,000; AID 540317; AlphaScreen HP1-beta / biotin-H3K9me3 peptide binding; further: potency means the concentration at half of the fitted maximal effect; nearly all actives have a fitted effect of over 70% in size; inactives centre near 23
Target sequence (P83916 whole entry, looked up): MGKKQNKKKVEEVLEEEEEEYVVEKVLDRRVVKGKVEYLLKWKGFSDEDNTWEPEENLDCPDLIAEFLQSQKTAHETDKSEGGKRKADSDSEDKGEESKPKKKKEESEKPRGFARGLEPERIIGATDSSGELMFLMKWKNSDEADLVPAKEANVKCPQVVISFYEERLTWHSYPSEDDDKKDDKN
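Compound inhibition of the preformed complex between 50 nM HP1-beta and 50 nM biotinylated H3K9me3 peptide was read by AlphaScreen. Buffer was PBS pH 7.4 with 0.01% Tween-20. Incubations ran 30 min at room temperature, with 10 ug/mL donor/acceptor beads.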
Pin1 inh: human Pin1 inhibition; Q13526; Pin1 FP peptide displacement, HiFluor488, 10 min; Potency, µM (top dose mostly 115 µM), for inactives: top-dose activity, negative = inhibition, hits mostly inhibitors; hit rate 0.009% among 390,000; active means well fitted inhibition curve with a large enough effect in the polarisation, with a control signal flat, not every such curve was filed as active; inconclusive means small, poorly fitted or top-dose-only effect, or effect the other way, or a change in a side signal; inactive means no such curve, though single readings can be large or run the other way; the % refers to the polarisation; further: potency means the concentration at half of the fitted maximal effect; on the % scale 0 is the no-effect control and ±100 the full control effect
Target sequence (Q13526 whole entry, looked up): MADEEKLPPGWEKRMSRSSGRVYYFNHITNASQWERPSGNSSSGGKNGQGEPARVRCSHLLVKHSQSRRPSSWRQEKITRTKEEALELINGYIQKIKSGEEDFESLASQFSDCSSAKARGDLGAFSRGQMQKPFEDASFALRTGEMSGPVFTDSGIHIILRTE
G9a inh: inhibitors of human histone lysine methyltransferase G9a; Q96KQ7; G9a H3K9 monomethylation, AlphaScreen, 2 h; Potency, µM (series often up to 102 µM), for the others: at the highest dose activity, negative = inhibition, usual class: inhibitors; hit rate 8.8% among 350,000; AID 504332; further: potency means the concentration at half of the fitted maximal effect; on the % scale 0 is the no-effect control and ±100 the full control effect; nearly all actives have a fitted effect of over 75% in size
Target sequence (Q96KQ7 913-1193 limits assumed): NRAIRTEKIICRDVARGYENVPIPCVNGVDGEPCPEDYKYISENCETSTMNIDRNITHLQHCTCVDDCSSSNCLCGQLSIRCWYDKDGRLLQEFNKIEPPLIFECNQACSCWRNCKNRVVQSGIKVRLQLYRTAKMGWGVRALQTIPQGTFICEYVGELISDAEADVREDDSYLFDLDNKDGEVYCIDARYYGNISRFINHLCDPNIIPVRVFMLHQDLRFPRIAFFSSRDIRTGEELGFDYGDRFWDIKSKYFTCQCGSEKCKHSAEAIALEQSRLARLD
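Chemiluminescent proximity detection of H3K9 monomethylation, read after 10 min bead incubation in the dark. Reaction: 20 nM G9a, 500 nM biotin-H3K9 peptide, 20 uM SAM cofactor, 2 h, room temperature, following 15 min enzyme-compound preincubation.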
Tb PGK inh: blocks T. brucei phosphoglycerate kinase | P07378 | PGK/GAPDH coupled, Kinase-Glo luminescence, 60 min | Potency, µM (doses to about 57.5 µM), inactives show at the top dose activity change, negative = inhibition, actives largely listed as inhibitors | hit rate 0.043% among 380,000; further: potency means the concentration at half of the fitted maximal effect; on the % scale 0 is the no-effect control and ±100 the full control effect; nearly all actives have a fitted effect of over 60% in size
Target sequence (P07378 whole entry, looked up): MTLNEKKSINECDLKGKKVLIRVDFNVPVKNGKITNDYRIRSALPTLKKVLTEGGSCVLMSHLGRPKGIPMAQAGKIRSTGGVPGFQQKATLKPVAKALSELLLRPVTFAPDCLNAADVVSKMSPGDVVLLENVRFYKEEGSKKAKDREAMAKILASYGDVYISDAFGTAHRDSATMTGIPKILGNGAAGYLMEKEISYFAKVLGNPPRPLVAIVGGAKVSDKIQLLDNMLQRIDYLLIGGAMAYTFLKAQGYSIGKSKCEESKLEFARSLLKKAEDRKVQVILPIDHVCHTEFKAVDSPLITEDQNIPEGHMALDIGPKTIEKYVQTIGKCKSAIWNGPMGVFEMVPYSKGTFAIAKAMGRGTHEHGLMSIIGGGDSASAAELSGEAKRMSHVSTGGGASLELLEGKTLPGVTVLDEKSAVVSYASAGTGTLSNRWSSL
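Luminescent ATP detection (Kinase-Glo Plus) follows a 60-minute room-temperature incubation, with wells lacking PGK as controls. Buffer: 100 mM TEA (pH 7.6), 5 mM MgCl2, 0.01% Tween-20. Coupling enzyme GAPDH (100 nM final) supplies unstable 1,3-BPG in-well.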
* hit, by the source's call; i = inactive; ? = inconclusive; nt = not tested or not shown; & = joins results of further samples; [ ] = dose if it differs, or a comment. Unless noted, the call rests on the fitted dose curve; in most records, active means well fitted curve in the direction sought with a large enough effect; inconclusive means small, poorly fitted or top-dose-only effect, or another doubt; inactive means no such curve, though single readings can be large; an effect the other way counts as inactive or inconclusive. Not all compounds are listed; rates above refer to the full screens.

(1) CC=C(C)C1(CCC)C(=O)NC(=S)NC1=O
(2) COC(=O)C1=C(c2cc3ccccc3o2)C[C@@H]2CC[C@H]1N2C(=O)N1CCCCC1
(3) CCCCc1ccc2[nH]cc(CCN)c2c1
(4) COc1cccc(N2CCN(Cc3cccc(Cl)c3)CC2)c1
(5) Cc1ccccc1N1C(=O)NC(=O)/C(=C\c2ccc3c(c2)CCCN3Cc2ccccc2)C1=O
(6) CC1CC(C)OP(=O)(OCCC#N)O1 (stereo not drawn)
(7) CCC1(OC(=O)CN)C(=O)OCc2c1cc1n(c2=O)Cc2cc3ccccc3nc2-1 (stereo not drawn)
(8) O=C1NC(=O)C(=CN2CCc3ccccc32)C(=O)N1
compound no.	1	2	3	4	5	6	7	8
JMJD2A Tudor	-14%	-25%	?	?	50µM*	-4%	-18%	-18%
POLH inh	-19%	-2%	3%	-17%	20µM*	1%	-6%	-10%
BAZ2B inh	nt	nt	?	?	35µM*	nt	-13%	-3%
GLS inh	1%	2%	49%[activator]	18%	?	3%	-9%	25%
PI4K2A inh	-6	3	2	0	-19	1	-6	-5
HP1b chromo inh	17%	31%	?	-3%	?	18%	5%	2%
Pin1 inh	1%	-8%	1%	14%	?	-15%	9%	-2%
G9a inh	nt	nt	-38%[59 µM]	?	10µM*	nt	-33%[12.7 µM]	13µM*
Tb PGK inh	7%	i	i	-7%	-9%	-4%	i	i

(9) CN1CCN(c2ccc(/C=C3\C(=O)NC(=S)N(c4cccc(Br)c4)C3=O)o2)CC1
(10) Brc1ccc(-c2ccccc2)cc1
(11) C=CCn1c(O)c(C(C)=O)c(=O)[nH]c1=O (tested in a mixture with another compound)
(12) CC(C)(C)N1C(=O)NC(=O)/C(=C\c2ccc3c(c2)CCN3CCCCl)C1=O
(13) Cc1ccccc1N1C(=O)NC(=O)/C(=C\c2cnn(-c3ccccc3)c2)C1=O
(14) O=c1c2ccccc2nc(/C=C/c2ccc([N+](=O)[O-])o2)n1-c1ccc(O)cc1
(15) Cc1ccc([N+](=O)[O-])cc1
(16) Cc1cc(C(=O)CS(=O)c2ccc(F)cc2)cc(C)c1OC(=O)N(C)C (stereo not drawn)
compound no.	9	10	11	12	13	14	15	16
JMJD2A Tudor	?	66%[activator]	-26%	40µM*	-29%	-35%	-6%	-7%
POLH inh	?	-3%	2%	?	22µM*	?	-8%	-10%
BAZ2B inh	40µM*	32%	-38%	?	6%	?	-1%	-13%
GLS inh	11µM*	-1%	47%[activator]	0%	?	-8%	-5%	-2%
PI4K2A inh	-4	4	-1	-16	-24	-3	-2	-4
HP1b chromo inh	?	115%[activator]	14%	?	34%	18%	37%[activator]	34%[activator]
Pin1 inh	?	1%	48%[activator]	?	-4%	?	-1%	0%
G9a inh	?	-3%[0.501 µM]	45µM*	40µM*	?	50µM*	-7%[0.501 µM]	40µM*
Tb PGK inh	-13%	6%	3%	-3%	-24%	-18%	-2%	1%

(17) COc1cc(N2C(=O)CC(=O)NC2=O)cc(OC)c1OC
(18) Cc1ccc(CN2CCCC(C(=O)c3cccc(C(F)(F)F)c3)C2)o1 (stereo not drawn)
(19) COc1ccccc1-n1c(/C=C/c2ccccn2)nc2ccccc2c1=O
(20) CC1(C)C(C(=O)N2CCN(C(=O)c3ccccc3)CC2)C1(C)C
(21) C=C1C2C[C@@]3([C@@H]1O)[C@@H](C[C@@H]2O)[C@@]12C4[C@@H]3C[C@@H]1[C@@](C)(CC[C@@H]2O)CN4CC
(22) O=C(CN1C(=O)CCSc2ccccc21)N1CCC2(CC1)OCCO2
(23) Cc1cc(C)c(Cn2c(C(=O)O)c(C=O)c3ccccc32)c(C)c1
(24) CN1C(=O)N(C)C(=O)C(CCc2ccncc2)(Cc2ccc3c(c2)OCO3)C1=O
compound no.	17	18	19	20	21	22	23	24
JMJD2A Tudor	-11%	-17%	-17%	1%	-10%	-8%	-15%	-15%
POLH inh	-7%	-23%	-15%	-12%	-9%	-7%	-12%	-12%
BAZ2B inh	20%	-23%	2%	2%	7%	-1%	?	?
GLS inh	-6%	3%	-1%	-6%	10%	2%	-6%	2%
PI4K2A inh	-2	-1	8	3	0	-3	-8	0
HP1b chromo inh	17%	7%	4%	29%	43%[activator]	6%	31%	23%
Pin1 inh	?	-1%	14%	0%	8%	0%	?	1%
G9a inh	nt	-10%	7%	-11%	?	20%[59 µM]	?	18%[59 µM]
Tb PGK inh	-2%	i	10%	-11%	1%	-5%	i	-3%

Three entries from above, with values under each structure.
The line under a structure holds: JMJD2A Tudor | POLH inh | BAZ2B inh | GLS inh | PI4K2A inh | HP1b chromo inh | Pin1 inh | G9a inh | Tb PGK inh
(2) COC(=O)C1=C(c2cc3ccccc3o2)C[C@@H]2CC[C@H]1N2C(=O)N1CCCCC1
 : -25% | -2% | nt | 2% | 3 | 31% | -8% | nt | i
(16) Cc1cc(C(=O)CS(=O)c2ccc(F)cc2)cc(C)c1OC(=O)N(C)C (stereo not drawn)
 : -7% | -10% | -13% | -2% | -4 | 34%[activator] | 0% | 40µM* | 1%
(3) CCCCc1ccc2[nH]cc(CCN)c2c1
 : ? | 3% | ? | 49%[activator] | 2 | ? | 1% | -38%[59 µM] | i

The listing continues:
(25) O=[N+]([O-])c1cc(S(=O)(=O)c2ccc(O)c([N+](=O)[O-])c2)ccc1O
(26) CCOC(=O)C(C)Oc1cc(C)cc2oc(=O)c3c(c12)CCCC3 (stereo not drawn)
(27) CCC(C(=O)Nc1ccccc1F)N1C(=O)CN=C(c2ccccc2)c2ccccc21 (stereo not drawn)
(28) O=C(O)c1ccc(/C=C/c2nc3ccccc3c(=O)n2-c2ccc(Br)cc2)cc1
(29) CC1CCC2[C@@H](C)C(=O)OC3O[C@]4(C)CCC1C32OO4 (stereo partly drawn)
(30) COc1ccc(OC(=O)N(C)C[C@@H]2OCc3cnnn3CCCC(=O)N([C@H](C)CO)C[C@@H]2C)cc1
(31) Clc1cc(I)cc(Cl)c1NC1=NCCN1
(32) C[C@]12CCC3C(C[C@@H](O)[C@H]4C[C@@H](O)CC[C@]34C)C1CC[C@@H]2O (stereo partly drawn)
compound no.	25	26	27	28	29	30	31	32
JMJD2A Tudor	56µM*	20%	-22%	-17%	10%	nt	-9%	-5%
POLH inh	2.8µM*	-14%	?	-7%	-21%	-3%	-2%[57.1 µM]	4%
BAZ2B inh	50µM*	14%	nt	2%	nt	nt	nt	nt
GLS inh	?	0%	0%	-5%	-2%	-5%	-10%	-19%
PI4K2A inh	-2	-1	0	6	-2	-3	1&4	11
HP1b chromo inh	?	26%	0%	9%	20%	nt	14%	4%
Pin1 inh	?	-8%	-1%	0%	-1%	nt	0%	0%
G9a inh	?	-27%[59 µM]	-28%[59 µM]	?	nt	nt	?	nt
Tb PGK inh	?	nt	i	-7%	i	-3%	-9%	-1%

(33) COc1cccc(C(=O)c2c(N)c(-c3nc(-c4ccccc4)cs3)c3ccccn23)c1
(34) CC1(C)C(=O)C=C[C@]2(C)[C@H]3CC[C@@]4(C)[C@H](c5ccoc5)OC(=O)[C@H]5O[C@]54[C@]3(C)[C@H](O)C[C@@H]12
(35) CN(CC1COc2ccccc2O1)c1nc(-c2cccnc2)nc2ccccc12 (stereo not drawn)
(36) CCOc1ccc(-c2nc3cc(NC(=O)COc4cccc(C)c4)ccc3o2)cc1
(37) CC=CC(C)=CC(C)C(=O)CC(O)CC1CC(=O)NC(=O)C1 (stereo not drawn)
(38) Cc1ccc(OCC(=O)N2CCN(Cc3ccc4c(c3)OCO4)CC2)cc1C
(39) CCCCn1c(O)c(C(C)=NCCCN(CC)CC)c(=O)[nH]c1=O
(40) COc1ccccc1CCNC1CCC(C)CC1 (stereo not drawn)
compound no.	33	34	35	36	37	38	39	40
JMJD2A Tudor	7%	0%	-12%	-36%	nt	-15%	-15%	-3%
POLH inh	nt	-12%	-19%	-10%	-16%	-22%	-9%	-2%
BAZ2B inh	9%	?	-2%	-15%	nt	?	3%	4%
GLS inh	0%	-9%	1%	-4%	1%	0%	11%	-3%
PI4K2A inh	2	5	2	-4	5	0	0	4
HP1b chromo inh	69%[activator]	45%[activator]	38%[activator]	11%	nt	16%	4%	40%[activator]
Pin1 inh	?	-4%	60%[activator]	8%	nt	-3%	?	11%
G9a inh	34%[activator][59 µM]	?	8%[59 µM]	?	nt	-8%[12.7 µM]	13%[2.33 µM]	?
Tb PGK inh	nt	-8%	i	7%	-8%	5%	-13%	-9%

(41) CCN1CCC2(CC1)NC(=O)c1ccccc1O2
(42) O=c1[nH]c(=S)n(C2CC2)c(O)c1C=NCCc1ccccc1
(43) O=C(Cn1c(NCCCl)nc2ccccc21)c1ccc(Br)cc1
(44) CCCOc1ccccc1NP(=O)(Oc1ccccc1)Oc1ccccc1
(45) CN1C(=O)CN=C(c2ccccc2)c2cc([N+](=O)[O-])ccc21
(46) c1ccc2c(c1)CNc1ccccc1O2
(47) CC(=O)c1cccc(NC(=O)N2C[C@H]3C[C@@H](C2)c2cccc(=O)n2C3)c1
compound no.	41	42	43	44	45	46	47
JMJD2A Tudor	-8%	-1%	-20%	53%[activator]	nt	-20%	-7%
POLH inh	-9%	-11%	1%	-12%	nt	-6%	-1%
BAZ2B inh	1%	0%	nt	37%	-5%	nt	6%
GLS inh	0%	2%	17%	6%	-12%	19%	8%
PI4K2A inh	-4	3	-1	-3	2	3	-3
HP1b chromo inh	52%[activator]	54%[activator]	18%	76%[activator]	nt	26%	30%
Pin1 inh	0%	6%	18%	-2%	nt	1%	-10%
G9a inh	?	nt	nt	68%[activator]	-4%&-9%[59 µM]	4%[59 µM]	9%[12.7 µM]
Tb PGK inh	-6%	7%	i	3%	nt	2%	i
